TNF necrop inh: inhibitors of TNF-alpha induced necroptosis in Jurkat FADD-/- cells | AID 463075 | activation (protection from cell death), % at 10 µM | Jurkat FADD-/- TNF necroptosis rescue, ATP luminescence, 24 h; 0 = TNF only, 100 = no-TNF cells | actives 0.068% (n = 220,000);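 active means activation, meaning protection from cell death, of at least 50% relative to plate controls; inactive means activation below 50%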;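 further: necroptosis triggered by 40 ng/mL TNF-alpha added together with compound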
Runt-CBFb FRET: blocks binding of human RUNX1 Runt domain to CBFb; Q01196+Q13951; Cerulean-Runt/Venus-CBFb FRET ratio 530/480, 1 h; inhibition, % at 20 µM; actives 0.46% (n = 220,000);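 active means inhibition over about 50% at 20 µM in the single-dose screen, limit read from the data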;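 further: 0% = DMSO wells and 100% = excess unlabeled CBFb competitor control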
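Reagent – Venus-CBFb binding partner, 100 nM · Assay system – Cerulean-tagged RUNX1 Runt domain (FRET donor) fusion protein · Input – 100 nM per protein · Incubation – two 1 h room-temperature incubations shielded from light · Measured by – FRET fluorescence · Medium – Tris buffer pH 7.5 with salts and BSA · Benchmarks – unlabeled CBFb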
Hck-Nef inh: blocks Nef-activated human Hck kinase. P08631. Recombinant Hck-YEEI plus Nef, Z-Lyte FRET kinase assay. inhibition, % at 20 µM. actives 0.68% (n = 220,000). AID 463187;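 active means Hck-Nef kinase inhibition above about 50%, limit read from the data; inactive means inhibition below that limit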;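 further: 0% = DMSO with Hck plus Nef and 100% = Hck alone without Nef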
Target sequence (P08631 whole entry, looked up): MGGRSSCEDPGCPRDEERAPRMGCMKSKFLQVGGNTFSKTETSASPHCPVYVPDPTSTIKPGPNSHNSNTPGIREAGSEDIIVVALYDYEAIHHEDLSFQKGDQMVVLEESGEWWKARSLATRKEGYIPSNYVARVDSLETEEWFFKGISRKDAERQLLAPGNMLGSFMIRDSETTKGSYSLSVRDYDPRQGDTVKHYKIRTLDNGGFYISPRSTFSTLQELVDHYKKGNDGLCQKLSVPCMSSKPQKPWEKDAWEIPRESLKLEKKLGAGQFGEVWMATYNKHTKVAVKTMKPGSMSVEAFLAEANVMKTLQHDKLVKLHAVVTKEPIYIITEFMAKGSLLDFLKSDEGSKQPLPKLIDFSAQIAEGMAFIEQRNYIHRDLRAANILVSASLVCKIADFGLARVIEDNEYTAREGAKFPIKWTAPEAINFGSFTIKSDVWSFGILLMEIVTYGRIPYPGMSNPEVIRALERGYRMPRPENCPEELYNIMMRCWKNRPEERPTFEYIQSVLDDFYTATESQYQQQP
zVAD death inh: L929 zVAD cell death inhibition | L929 zVAD necroptosis rescue, ATP luminescence, 24 h; with zVAD 60 µM | viability rescue, % at 10 µM | actives 0.38% (n = 220,000) | AID 1377;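 active means activation, scaled between plate controls, above about 75%, limit read from the data; inactive means activation under that limit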;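 further: 0% = zVAD with DMSO and 100% = DMSO alone without zVAD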
EP2 mod: modulators of human EP2 prostaglandin E2 receptor | induction, % at 25 µM | P43116 | EP2-expressing cells, cAMP HTRF FRET, PGE2 co-stimulation | actives 0.83% (n = 260,000);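 active means compounds whose cAMP rise, as percent of the full-agonist control response, exceeds 60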;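 further: rat C6 glioma line stably carrying human EP2 under a CMV promoter; the protocol text gives 20 µM as final concentration; 100% = response of wells given 1 µM PGE2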
Target sequence (P43116 whole entry, looked up): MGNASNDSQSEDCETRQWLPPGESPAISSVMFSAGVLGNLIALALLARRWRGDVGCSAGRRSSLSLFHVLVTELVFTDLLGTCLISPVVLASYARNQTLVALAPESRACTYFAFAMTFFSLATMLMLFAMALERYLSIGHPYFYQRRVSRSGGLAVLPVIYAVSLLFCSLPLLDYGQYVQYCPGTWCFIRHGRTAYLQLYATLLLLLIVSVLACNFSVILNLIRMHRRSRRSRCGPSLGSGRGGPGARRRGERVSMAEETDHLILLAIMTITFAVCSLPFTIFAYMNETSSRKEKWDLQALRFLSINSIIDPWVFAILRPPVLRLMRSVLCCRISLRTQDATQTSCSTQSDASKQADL
RBBP9 inh: inhibitors of human serine hydrolase RBBP9 | recombinant RBBP9, FP-Rh probe fluorescence polarization | inhibition, % at 7.94 µM | actives 0.2% (n = 220,000);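 active means inhibition above the campaign mean of all tested compounds plus 3 SD, cut at about 14% in these data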;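 further: plate controls were DMSO wells with RBBP9 for no effect and wells lacking RBBP9 protein for full effect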
Target sequence (O75884 whole entry, looked up): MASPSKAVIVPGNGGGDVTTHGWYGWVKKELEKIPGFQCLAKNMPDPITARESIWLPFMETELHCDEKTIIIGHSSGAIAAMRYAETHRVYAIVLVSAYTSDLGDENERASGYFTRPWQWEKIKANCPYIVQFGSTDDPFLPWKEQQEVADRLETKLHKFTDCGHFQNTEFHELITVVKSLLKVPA
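Material: RBBP9 protein. Amount: RBBP9 at 2.5 µM in dispensed solution, before mixing. Schedule: 30 min then 45 min, 25 °C. Medium: Tris buffer pH 8.0, NaCl, Pluronic. Measured by: fluorescence polarization. Measure: percent inhibition from mP, scaled between DMSO and no-protein wells. Replication: one well per compound.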
PERK inhibitor: blocks human PERK kinase; inhibition, % at 5.6 µM; Q9NZJ5; CHO PERK-DD fusion, SEAP luminescence translation reporter; actives 0.17% (n = 220,000); AID 1416;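 active means inhibition above the mean inhibition of all tested compounds plus 3 SD, set separately per screening campaign, cut at about 2.9% in these data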;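 further: PERK kinase domain activated by AP20187 dimerizer at 100 nM; 0% = DMSO with dimerizer and 100% = rapamycin at 8.4 µM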
EP2 antag: blocks the human prostaglandin E2 receptor EP2. inhibition, % at 25 µM. C6 glioma cells expressing human EP2, cAMP TR-FRET; cells stimulated with saturating PGE2. actives 0.52% (n = 260,000). P43116;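 active means percent inhibition above 40 after rounding to a whole number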;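 further: rat C6 glioma host cells with rolipram phosphodiesterase inhibitor present; the protocol text gives 20 µM as final concentration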
Runt-SMMHC FRET: inhibitors of human RUNX1 Runt domain binding to CBFb-SMMHC | Cerulean-Runt/Venus-CBFb-SMMHC FRET ratio 530/480, 1 h | actives 0.74% (n = 220,000) | inhibition, % at 20 µM | Q01196+Q13951;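 active means mean inhibition across duplicate retests at 20 µM reaching about 50%, limit read from the data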;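 further: 0% = DMSO wells and 100% = wells with excess untagged CBFb-SMMHC; inhibitors lower the FRET ratio by blocking Runt binding to CBFb-SMMHC; some results filed as inactive read as strong as hits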
* hit, by the source's call; & = joins results of further samples. These rows are one share of the data; the hit share may differ from the screen's.

Screening Cc1nc(-c2ccccc2)sc1-c1nc(-c2cccnc2)ncc1S(=O)(=O)c1ccccc1 returned TNF necrop inh -0.5, Runt-CBFb FRET -10, Hck-Nef inh 3, zVAD death inh 0.1, EP2 mod 2, RBBP9 inh 0, PERK inhibitor -0.1, EP2 antag 15 and Runt-SMMHC FRET -2.
`CCOC(=O)c1ccc(NC(=O)c2nc[nH]c2C(=O)N[C@@H](C)C(=O)OC(C)(C)C)cc1` gave TNF necrop inh 3.4, Runt-CBFb FRET -2, Hck-Nef inh 31, zVAD death inh -0.1, EP2 mod 2, EP2 antag 13 and Runt-SMMHC FRET -1.
`O=C(O)CNC(=O)C12CC3CC(CC(Cl)(C3)C1)C2` gave TNF necrop inh 0.7, Runt-CBFb FRET -1, Hck-Nef inh 27, zVAD death inh 3.8, EP2 mod 14, RBBP9 inh 2, PERK inhibitor 1.6, EP2 antag 6 and Runt-SMMHC FRET -3.
For O=C(CSc1ccc(-c2ccccc2)nn1)NCC1CCCO1 (stereo not given) the results were TNF necrop inh -0.5, Runt-CBFb FRET -2, Hck-Nef inh 7, zVAD death inh -0.6, EP2 mod 1, RBBP9 inh 3, PERK inhibitor 0.6, EP2 antag 4 and Runt-SMMHC FRET -6.
Screening O=C(O)/C=C\C(=O)Nc1ccccc1C(=O)N1CCN(c2ccc(Cl)cc2)CC1 returned TNF necrop inh 0.5, Runt-CBFb FRET 2, Hck-Nef inh 0, zVAD death inh -0.5, EP2 mod 7, RBBP9 inh -1, PERK inhibitor 0.6, EP2 antag 12 and Runt-SMMHC FRET -1.
For CCn1c(SCC(=O)Nc2cccc(C)n2)nnc1-c1ccco1 the results were TNF necrop inh -3.1, Runt-CBFb FRET -1, Hck-Nef inh 0, zVAD death inh 0.1, EP2 mod -3, RBBP9 inh -9, PERK inhibitor -0.5, EP2 antag 10 and Runt-SMMHC FRET 4.
`CCCN(CCC)S(=O)(=O)c1ccc2c(c1)CCCN2C(C)=O` gave TNF necrop inh 2.6, Runt-CBFb FRET 1, Hck-Nef inh 0, zVAD death inh 0.2, EP2 mod -7, RBBP9 inh -8, PERK inhibitor -1.1, EP2 antag 11 and Runt-SMMHC FRET -9.
For CCOCC(=O)OCC(=O)Nc1cc(OC)c([N+](=O)[O-])cc1C the results were TNF necrop inh 1.3, Runt-CBFb FRET 1, Hck-Nef inh 24, zVAD death inh 0.7, EP2 mod 5, RBBP9 inh -9, PERK inhibitor 0.7, EP2 antag 7 and Runt-SMMHC FRET 2.
`CC1CCN(C(=S)c2ccc3c(c2)OCO3)CC1` gave TNF necrop inh 0.3, Runt-CBFb FRET 1, Hck-Nef inh 2, zVAD death inh -0.2, EP2 mod -8, RBBP9 inh -5, PERK inhibitor 0.6, EP2 antag 9 and Runt-SMMHC FRET 1.
`CC(C)CNc1nc(Oc2ccc(=O)n(C)n2)nc(N2CCOCC2)n1` gave TNF necrop inh -0.3, Runt-CBFb FRET 0, Hck-Nef inh 6, zVAD death inh 0.7, EP2 mod 59, RBBP9 inh -4, PERK inhibitor 0.4 and Runt-SMMHC FRET 2.
Screening CCCn1cnc2cc(NCc3ccccn3)ccc21 returned TNF necrop inh 0.5, Runt-CBFb FRET 3, Hck-Nef inh 6, zVAD death inh 1.0, EP2 mod -2, EP2 antag 10 and Runt-SMMHC FRET 0.
For COc1ccccc1NC(=S)NCC1CCCO1 (stereo not given) the results were TNF necrop inh -0.7, Runt-CBFb FRET 1, Hck-Nef inh 3, zVAD death inh -0.4, EP2 mod 13, RBBP9 inh 2, PERK inhibitor 2.6, EP2 antag 10 and Runt-SMMHC FRET -16.
COc1ccc(NC(=O)c2noc3c2CCCCC3)cc1 was read as TNF necrop inh 3.0, Runt-CBFb FRET 0, Hck-Nef inh 0, zVAD death inh 6.0, EP2 mod 11, RBBP9 inh 4, PERK inhibitor 0.6, EP2 antag 11 and Runt-SMMHC FRET -1.
Screening CC(C)(C)c1ccc(C(=O)Nc2ccc(Cl)cc2)cc1 returned TNF necrop inh 1.8, Runt-CBFb FRET 2, Hck-Nef inh 0, zVAD death inh 4.2, EP2 mod 10, RBBP9 inh -5, PERK inhibitor -0.5, EP2 antag 9 and Runt-SMMHC FRET -4.
For COc1ccc(S(=O)(=O)N2CCCCC2)cc1NS(=O)(=O)c1ccccc1F the results were TNF necrop inh -0.3, Runt-CBFb FRET 0, Hck-Nef inh 2, zVAD death inh -0.2, EP2 mod -12, RBBP9 inh -2, PERK inhibitor 0.3, EP2 antag 8 and Runt-SMMHC FRET 0.
Screening NS(=O)(=O)c1ccc(NNC(=O)c2cccs2)cc1 returned TNF necrop inh -0.3, Runt-CBFb FRET 4, Hck-Nef inh 19, zVAD death inh 0.1, EP2 mod -35, RBBP9 inh 5, PERK inhibitor -1.0, EP2 antag 8 and Runt-SMMHC FRET -3.
Screening COc1cc(C(=O)N/N=C(\C)Cn2nc([N+](=O)[O-])cc2C)ccc1O returned TNF necrop inh 1.8, Runt-CBFb FRET 0, Hck-Nef inh 1, zVAD death inh 2.1, EP2 mod 16, RBBP9 inh -2, PERK inhibitor 0.7, EP2 antag 11 and Runt-SMMHC FRET 3.
`CCCn1cnc2c(=O)oc3ccccc3c21` gave TNF necrop inh -1.8, Runt-CBFb FRET -2, Hck-Nef inh 15, zVAD death inh 0.0, EP2 mod -29&13, RBBP9 inh -8, PERK inhibitor -0.1, EP2 antag 9&6 and Runt-SMMHC FRET 4.
Screening CCOc1ccc(-c2cn[nH]c2N)cc1 returned TNF necrop inh 1.0, Runt-CBFb FRET 2, Hck-Nef inh 1, zVAD death inh 0.6, EP2 mod -9, RBBP9 inh -1, PERK inhibitor 0.4, EP2 antag 5 and Runt-SMMHC FRET -1.
O=C(COC(=O)c1ccco1)NCC1CCCO1 (stereo not given) was read as TNF necrop inh -3.6, Runt-CBFb FRET 0, Hck-Nef inh 2, zVAD death inh 0.1, EP2 mod 7&-12, RBBP9 inh -5, PERK inhibitor 1.1, EP2 antag 2&8 and Runt-SMMHC FRET -1.
`Cc1cc(C)cc(OCC(=O)N(Cc2ccc(N(C)C)cc2)C2CCS(=O)(=O)C2)c1` (stereo not given) gave TNF necrop inh 3.0, Runt-CBFb FRET 14, Hck-Nef inh 22, zVAD death inh 0.7, EP2 mod 0, RBBP9 inh -3, PERK inhibitor -1.1, EP2 antag 5 and Runt-SMMHC FRET -5.
Cc1ccc(-n2c(-c3ccccc3)nnc2-c2cccs2)cc1 was read as TNF necrop inh -1.3, Runt-CBFb FRET -2, Hck-Nef inh 13, zVAD death inh -0.4, EP2 mod 59, RBBP9 inh 6, PERK inhibitor 0.9, EP2 antag 7 and Runt-SMMHC FRET -2.
`Fc1cccc(CN2CCN(c3ncccn3)CC2)c1` gave TNF necrop inh 2.2, Runt-CBFb FRET -1, Hck-Nef inh -4, zVAD death inh 1.2, EP2 mod 2, RBBP9 inh -5, PERK inhibitor 0.4, EP2 antag 9 and Runt-SMMHC FRET -3.
`COc1cccc(NC(=O)N(CCCN2CCOCC2)C(C)c2cc3cccc(OC)c3o2)c1` (stereo not given) gave TNF necrop inh 1.9, Runt-CBFb FRET 0, Hck-Nef inh 4, zVAD death inh -0.1, EP2 mod 16, RBBP9 inh -2, PERK inhibitor -1.0, EP2 antag 6 and Runt-SMMHC FRET 0.
Screening Cc1ccc(-c2nc3ccccc3s2)cc1S(=O)(=O)N1CCOCC1 returned TNF necrop inh -5.0, Runt-CBFb FRET -2, Hck-Nef inh 1, zVAD death inh 0.9, EP2 mod -22, RBBP9 inh 2, PERK inhibitor 0.3, EP2 antag 1 and Runt-SMMHC FRET -5.
Screening CC(=O)Nc1nc(-c2ccc3c(c2)CCO3)cs1 returned TNF necrop inh -0.4, Runt-CBFb FRET 1, Hck-Nef inh 5, zVAD death inh 2.2, EP2 mod -38, RBBP9 inh 2, PERK inhibitor 1.3, EP2 antag 3 and Runt-SMMHC FRET 4.
COc1ccc(CCNC(=O)C23CCC(C)(C(=O)O2)C3(C)C)cc1OC (stereo not given) was read as TNF necrop inh 1.5, Runt-CBFb FRET -1, Hck-Nef inh 17, zVAD death inh 0.1, EP2 mod -18, RBBP9 inh 0, PERK inhibitor 0.1, EP2 antag 6 and Runt-SMMHC FRET -2.
Screening COc1ccccc1CNC(=O)COC(=O)Cc1c(Cl)cccc1Cl returned TNF necrop inh 0.5, Runt-CBFb FRET -1, Hck-Nef inh 2, zVAD death inh -0.2, EP2 mod 4, RBBP9 inh 1, PERK inhibitor 1.4, EP2 antag 13 and Runt-SMMHC FRET -1.
CC(C)(C)OC(=O)N1CCCC(C(=O)CC#N)C1 (stereo not given) was read as TNF necrop inh 1.1, Runt-CBFb FRET -9, Hck-Nef inh -1, zVAD death inh 1.7, EP2 mod 4, RBBP9 inh -5, PERK inhibitor -0.9, EP2 antag 11 and Runt-SMMHC FRET 3.
Screening CC1(C)CC2CC(C)(CN2C(=S)Nc2ccccc2)C1 (stereo not given) returned TNF necrop inh -0.6, Runt-CBFb FRET -1, Hck-Nef inh 23, zVAD death inh 3.4, EP2 mod -10, RBBP9 inh -7, PERK inhibitor -0.1, EP2 antag 5 and Runt-SMMHC FRET 6.
For CC(C)(C)C(=O)NCCc1nc2ccccc2n1CC(=O)c1ccccc1 the results were TNF necrop inh 0.6, Runt-CBFb FRET -2, Hck-Nef inh -3, zVAD death inh 1.4, EP2 mod 24, RBBP9 inh -10, PERK inhibitor -0.5, EP2 antag 9 and Runt-SMMHC FRET 2.
For O=C(CCc1ccc(S(=O)(=O)NC2CCCCC2)cc1)Nc1ccccc1 the results were TNF necrop inh -1.0, Runt-CBFb FRET -2, Hck-Nef inh -5, zVAD death inh -0.3, EP2 mod -20, RBBP9 inh -6, PERK inhibitor -0.6, EP2 antag 11 and Runt-SMMHC FRET -2.
`C=CCSc1nccc(-c2nn(-c3ccc(C)cc3)ccc2=O)n1` gave TNF necrop inh -6.0, Runt-CBFb FRET -7, Hck-Nef inh 1, zVAD death inh 0.9, EP2 mod -15, RBBP9 inh 0, PERK inhibitor -0.8, EP2 antag 14 and Runt-SMMHC FRET 1.
For O=C(Sc1nnnn1C1CCCCC1)c1cccs1 the results were TNF necrop inh -0.8, Runt-CBFb FRET 6, Hck-Nef inh 0, zVAD death inh 0.1, EP2 mod 13, RBBP9 inh -10, PERK inhibitor 0.5, EP2 antag 12 and Runt-SMMHC FRET -1.
`C#CCNC(=O)C1=C[C@H](c2cn(C(C)=O)c3ccccc23)C[C@H](OCc2ccc(CO)cc2)O1` gave TNF necrop inh -3.1, Runt-CBFb FRET 0, Hck-Nef inh -3, zVAD death inh 1.6, EP2 mod -30, RBBP9 inh 3, PERK inhibitor 0.3, EP2 antag 9 and Runt-SMMHC FRET -8.
For Cc1nn(C2CCS(=O)(=O)C2)c(Cl)c1/C=C/C(=O)OCC(=O)c1cc(C)n(-c2ccc(F)cc2)c1C (stereo not given) the results were TNF necrop inh -0.9, Runt-CBFb FRET -6, Hck-Nef inh -2, zVAD death inh -1.1, EP2 mod 27, RBBP9 inh -6, PERK inhibitor -1.1, EP2 antag 8 and Runt-SMMHC FRET 0.
